High-throughput results: PubChem BioAssay, National Center for Advancing Translational Sciences (NCATS)
p53 reactivator – mutant p53 re-activation in reporter cells | H1299 p53-A138V BP100-luciferase reporter, luminescence, 24 h | Potency, µM (top dose mostly 92.2 µM), inactives show at the top dose activity change, positive = activation, usual class: activators | 320,000 compounds, 0.063% hits | AID 504706; further: % of control where 0% means no effect; nearly all actives have a fitted effect of over 45% in size
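H1299 (p53-null), stable ts p53-A138V + BP100-Luc; 1000 cells/well, Opti-MEM/10% FBS; cpd 4 pt, 1:5; 24 h, 37 deg C, 5% CO2; detection reagent 10 min RT; luminescence.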
Rab9 prom act – Rab9 promoter activation. 320,000 compounds, 2.8% hits. Huh7 Rab9 promoter-luciferase reporter, luminescence, 24 h. Potency, µM (titrated, usually from 9.22 µM), for inactives: top-dose activation, negative = inhibition, hits mostly activators; further: % of control where 0% means no effect; nearly all actives have a fitted effect of over 60% in size
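Stable Rab9-luc Huh7, 1500 cells/well, 2 h settle; cmpd in DMSO, 24 h, 37 °C/5% CO2; luciferase reagent 10 min RT; luminescence.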
BRCA1 expr up – activators of BRCA1 expression; MCF7-BRCA1-FFLuc reporter, luminescence, 48 h; response scale: scaled: vehicle 0%, 10 µM genistein 100%; Potency, µM (series often up to 46.1 µM), inactives show top-dose activation, most hits filed as activators; 380,000 compounds, 1.1% hits; AID 624202; further: nearly all actives have a fitted effect of over 80% in size; some results filed as inactive show a strong effect at the top dose
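Reporter cells (MCF7, BRCA1 promoter-firefly luciferase) received library compounds across a concentration series for 48 h. End-point luminescence was measured and concentration-effect curves derived after normalization.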
VP16 counter – Gal4-VP16 reporter inhibition counter-screen. Drosophila S2 Gal4-VP16 UAS-luciferase, luminescence, 20 h. Potency, µM (series often up to 53.6 µM), for the others: at the highest dose activity, negative = inhibition, usual class: inhibitors. 310,000 compounds, 3.5% hits;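 further: Gal4-VP16 expression switched on by copper sulfate through the metallothionein promoter; on the % scale 0 is the no-effect control and ±100 the full control effect; nearly all actives have a fitted effect of over 50% in size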
uPA generation – inhibitors of cell surface uPA generation. cell surface uPA generation assay, qHTS. Potency, µM (series often up to 38.3 µM), inactives show top-dose activity change, negative = inhibition, usual class: inhibitors. 330,000 compounds, 0.31% hits. AID 540303; active means well fitted inhibition curve with a large enough effect; inconclusive means small, poorly fitted or top-dose-only effect; inactive means no such curve, though single readings can be large or run the other way; tested in mouse RAW 264.7 cells; further: on the % scale 0 is the no-effect control and ±100 the full control effect; nearly all actives have a fitted effect of over 55% in size
FLuc counter – counter-screen for miR-21 project: firefly luciferase inhibitors or activators; 360,000 compounds, 6.9% hits; Potency, µM (series often up to 57.5 µM), for inactives: at the highest dose activity change, negative = inhibition, most hits filed as inhibitors; P08659; AID 588342; purified FLuc, Km substrates, luminescence inhibition;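 further: plate controls were vehicle for no effect and reference inhibitor for full effect; nearly all actives have a fitted effect of over 55% in size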
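Purified P. pyralis luciferase (10nM final) with 10uM D-luciferin and 10uM ATP (Km levels) in 50mM Tris acetate pH 7.5, 10mM Mg acetate, 0.01% Tween-20, 0.05% BSA; qHTS 6-point titration, ~60 µM downward; luminescence read.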
MLL CXXC-DNA inh – blocks binding of human MLL CXXC domain to DNA; 290,000 compounds, 0.037% hits; Potency, µM (doses to about 115 µM), for inactives: top-dose activity change, negative = inhibition, actives largely listed as inhibitors; MLL-CXXC / FITC-HOXA9 DNA fluorescence polarization; active means well fitted inhibition curve with a large enough effect in the polarisation, with a control signal flat, not every such curve was filed as active; inconclusive means small, poorly fitted or top-dose-only effect, or effect the other way, or a change in a side signal; inactive means no such curve, though single readings can be large or run the other way; the % refers to the polarisation
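Fluorescence polarization: 7 uM MLL-CXXC (stock) preincubated 5 min with compounds, then 50 nM fluorescein-HOX-A9 DNA (stock) added; 30 min ambient. Buffer 50 mM Tris-HCl pH 7.5, 50 mM NaCl, 1 mM DTT, 0.05% BSA.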
NPC1 promoter act – activators of NPC1 promoter | Huh7 NPC1 promoter luciferase reporter, 24 h | Potency, µM (series often up to 9.22 µM), inactives show top-dose activation, usual class: activators | 320,000 compounds, 2.4% hits | AID 485313;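 further: % of control where 0% means no effect; nearly all actives have a fitted effect of over 60% in size; reporter is driven by a mutant NPC1 promoter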
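NPC1 promoter–luciferase Huh7 cells; 24 h compound; luminescence.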
MBNL1-CUG inh – inhibitors of human MBNL1 binding to CUG repeat RNA; Q9NR56; TR-FRET MBNL1-His/biotin-(CUG)12 binding, 665/545 ratio; Potency, µM (titrated, usually from 57.5 µM), inactives show at the highest dose activity change, negative = inhibition, usual class: inhibitors; 280,000 compounds, 0.036% hits; active means well fitted inhibition curve with a large enough effect in the signal ratio, with a control signal flat, not every such curve was filed as active; inconclusive means small, poorly fitted or top-dose-only effect, or effect the other way, or a change in a side signal; inactive means no such curve, though single readings can be large or run the other way; the % refers to the signal ratio; further: on the % scale 0 is the no-effect control and ±100 the full control effect
Target sequence (Q9NR56 whole entry, looked up): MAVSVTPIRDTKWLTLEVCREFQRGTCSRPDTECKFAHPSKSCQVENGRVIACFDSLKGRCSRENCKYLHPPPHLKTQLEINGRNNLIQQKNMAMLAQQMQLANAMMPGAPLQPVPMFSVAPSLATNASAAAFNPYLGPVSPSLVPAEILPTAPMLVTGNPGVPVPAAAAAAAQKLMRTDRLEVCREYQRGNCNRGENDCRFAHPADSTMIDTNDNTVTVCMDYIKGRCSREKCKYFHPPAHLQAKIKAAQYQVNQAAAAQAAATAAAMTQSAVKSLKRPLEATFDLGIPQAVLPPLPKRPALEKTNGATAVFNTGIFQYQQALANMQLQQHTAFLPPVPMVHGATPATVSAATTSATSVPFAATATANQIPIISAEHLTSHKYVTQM
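Compound titration spanned 92 nM–58 uM against the MBNL1-His/biotin-(CUG)12 complex. After 60 min at room temperature with 5 nM streptavidin-XL665 and 0.055 ng/ul terbium anti-His, ratiometric 665/545 nm emission (Ex 340 nm) normalized to controls.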
ELG1 genotox – induces genotoxicity in HEK293T cells with luciferase-tagged ELG1; 330,000 compounds, 1.3% hits; HEK293T ELG1-luciferase reporter, luminescence, 16 h; Potency, µM (top dose mostly 46 µM), for the others: at the highest dose activity change, positive = activation, usual class: activators; further: % of control where 0% means no effect; nearly all actives have a fitted effect of over 60% in size
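DMSO vehicle served as control against compound-treated ELG1-luciferase HEK293T cells; exposure lasted 16 hr at 37 °C and 5% CO2, followed by ONE-Glo luminescence detection after 30 min.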
RORgamma inh – inhibitors of mouse ROR gamma transcriptional activity; Potency, µM (top dose mostly 53.6 µM), for the others: at the highest dose activity change, negative = inhibition, hits mostly inhibitors; 310,000 compounds, 5.4% hits; AID 2551; Drosophila S2 Gal4-RORgamma UAS-luciferase reporter, 20 h; P51450; further: on the % scale 0 is the no-effect control and ±100 the full control effect; nearly all actives have a fitted effect of over 60% in size
Target sequence (P51450 whole entry, looked up, the tested form may be a part): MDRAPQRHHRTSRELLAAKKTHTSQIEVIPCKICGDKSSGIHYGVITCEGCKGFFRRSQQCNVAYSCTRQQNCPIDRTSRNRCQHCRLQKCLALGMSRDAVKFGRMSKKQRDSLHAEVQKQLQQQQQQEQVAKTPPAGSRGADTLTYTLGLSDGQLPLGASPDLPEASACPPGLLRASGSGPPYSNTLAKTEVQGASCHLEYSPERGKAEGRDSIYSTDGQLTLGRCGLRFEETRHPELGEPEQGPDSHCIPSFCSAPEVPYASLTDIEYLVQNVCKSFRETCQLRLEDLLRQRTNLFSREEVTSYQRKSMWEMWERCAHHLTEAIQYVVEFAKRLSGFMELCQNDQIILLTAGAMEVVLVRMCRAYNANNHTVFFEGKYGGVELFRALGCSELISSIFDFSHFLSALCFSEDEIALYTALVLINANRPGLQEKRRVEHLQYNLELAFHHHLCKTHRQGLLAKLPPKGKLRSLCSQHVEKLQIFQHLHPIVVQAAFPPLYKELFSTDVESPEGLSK
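Luminescence from a UAS-regulated Photinus luciferase reporter in stably transfected Drosophila Schneider cells is measured; decreased signal marks ROR gamma inhibition. Fusion expression is induced by 700 uM copper sulfate for 20 hr.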
An asterisk follows results filed as active; ? = inconclusive; / = not tested or not shown; [ ] = dose if it differs, or a comment. Unless noted, the call rests on the fitted dose curve; in most records, active means well fitted curve in the direction sought with a large enough effect; inconclusive means small, poorly fitted or top-dose-only effect, or another doubt; inactive means no such curve, though single readings can be large; an effect the other way counts as inactive or inconclusive. Potency means the concentration at half of the fitted maximal effect.

SMILES	p53 reactivator	Rab9 prom act	BRCA1 expr up	VP16 counter	uPA generation	FLuc counter	MLL CXXC-DNA inh	NPC1 promoter act	MBNL1-CUG inh	ELG1 genotox	RORgamma inh
O=C(NCC(c1ccco1)N1CCc2ccccc2C1)c1cccc(F)c1 (configuration not stated)	3%	-2%	-6%	/	1%	-1%	/	2%	/	-7%	/
Cc1cc(C)nc(NS(=O)(=O)c2ccc(NC(=O)CCCN3C(=O)c4ccccc4C3=O)cc2)n1	-1%	2%	-2%	-1%	3%	1%	-1%	-1%	21%	0%	0%[10 µM]
CC(C)(C)c1ccc(/C=C2\Oc3cc(O)ccc3C2=O)cc1	?	0%[1.84 µM]	84%	?	-3%	?	-5%	15%	0%	0%	?
CCOC(=O)C1CCCN(C(=O)C2CCCN(S(=O)(=O)c3ccc4c(c3)oc(=O)n4C)C2)C1 (configuration not stated)	-6%	-7%	-1%	1%	8%	2%	21%	-1%	-5%	-5%	40%
CC1CCN(C(=O)CCc2nnc3ccc(NCc4ccco4)nn23)CC1	12%	-2%	-13%	2%	-2%	1%	-9%	2%	4%	2%[9.26 µM]	-2%
CCOC(=O)[C@@H]1[C@H]2COc3ccccc3[C@H]2N2C(=O)N(c3cccc(Cl)c3)C(=O)[C@@]12C	10%	0%	-25%	7%	8%	1%	1%	0%	-11%	-7%	14%
Cc1ccc(NC(=O)CSc2n[nH]c(-c3ccccn3)n2)cc1	26%	-16%	-81%	5.6µM*	-16%	4%	98%[activator]	0%	5%	2%	4.5µM*
O=C1CCCN1c1ccc(S(=O)(=O)N2CCC(c3ccccc3)CC2)cc1	8%	-33%[inhibitor]	-68%	-4%	5%	13%	7%	-18%	0%	14%	-2%
C=CCc1c(C)nc(-c2ccccc2)nc1N/N=C(\C)c1ccccc1	16%	-1%	-11%	?	2%	17µM*	9%	0%	?	0%	?
COc1ccc(C(=O)CSc2ccccc2C(=O)O)cc1	16%	?	57%	-30%	-12%	9.5µM*	3%	2.2µM*	-6%	19%	?
C/C(=N\NC(=O)c1cc(C)[nH]n1)C(C)(C)C	?	-4%	-3%	2%	0%	-9%	3%	-1%	-9%[11.5 µM]	-2%	17%
Cc1ccc(Nc2ccccc2)nn1	2%	1%	31%	2%	-7%	-9%	-1%	2%	-2%	2%	-13%
COc1ccc(F)cc1CN1CCN(CC(=O)N2CCc3ccccc32)CC1	-7%	-5%	-15%	-4%	3%	2%	26%	7%	-23%	-6%	-1%
CCOc1ccc(OCCOC(=O)C2CCN(S(=O)(=O)c3ccc(C)c(C)c3)CC2)cc1	4%	2%	28%	/	1%	4%	/	10%	/	2%	/
COc1ccc(C2=NN(CCC(=O)NCc3cccs3)C(=O)CC2)cc1	-2%	-4%	1%	27%	0%	6%	4%	-2%	1%	6%	-5%
COc1ccc(CNCC(O)(c2ccc(Cl)cc2)c2ccc(Cl)cc2)cc1	-7%	-6%	-23%	?	-8%	1%	0%	-4%	-2%	-9%	-111%
O=C(Nc1ccc2nccnc2c1)Nc1ccccc1Cl	12%	?	10µM*	?	0%	?	-13%	?	15%	-2%	-25%
CC1(C)C(c2cccs2)=NC(c2ccccc2)N1O (configuration not stated)	4%	-4%	0%	3%	/	-2%	14%	-2%	4%	-6%	-39%
Cc1cc(NC(=O)OC(C)C)ccc1-c1ccc(NC(=O)OC(C)C)cc1C	0%	1%	-9%	-22%	7%	2%	2%	2%	-2%	9%	-4%
O=C(CNC(=O)c1cccc(F)c1)N/N=C/c1cccc([N+](=O)[O-])c1	-7%	-2%	-6%	-12%	-15%	-10%	-2%	0%	/	0%	20%
CCCn1c(SCC(=O)N2CCCCC2)nc2c1c(=O)n(C)c(=O)n2C	3%	3%	-11%	2%	3%	0%	-1%	-1%	-1%	2%	24%
N#C/C(=C/c1ccc([N+](=O)[O-])cc1)C(=O)Nc1ccccc1O	21%	-2%	-9%	?	-1%	?	-22%	0%	38%[activator]	17%	15%
c1cc2c(cc1-c1[nH]ncc1CN1C[C@H]3CC[C@H]1C3)OCO2	-4%	-2%	2%	-11%	6%	1%	-25%	-4%	-3%	0%	-13%
Cn1ccc(/C=N/N=C2/NC(=O)CS2)n1	4%	-4%	2%	4%	3%	1%	8%	-7%	-6%	-2%	-20%
CCOC(=O)N1CCN(C(=O)C2CCCN(Cc3nc(-c4ccc(Cl)cc4)oc3C)C2)CC1 (configuration not stated)	-2%	-29%	-32%	-8%	?	1%	-6%	-19%	7%	-10%	3%
The list continues.
SMILES	p53 reactivator	Rab9 prom act	BRCA1 expr up	VP16 counter	uPA generation	FLuc counter	MLL CXXC-DNA inh	NPC1 promoter act	MBNL1-CUG inh	ELG1 genotox	RORgamma inh
COc1ccc(C2=NN(C(=O)COC(=O)c3ccc(NC(=O)CC#N)cc3)C(c3ccco3)C2)cc1 (configuration not stated)	4%	-8%	5%	/	18%	5%	/	-2%	/	2%	/
O=C(CN1CCN(Cc2ccc(F)cc2Cl)CC1)NCc1ccccc1	/	1%	-23%	-9%	13%	-2%	7%	-3%	-28%	-5%	43%
CCCn1nc(C(=O)OCC(=O)NC(C)c2ccccc2)c2ccccc2c1=O (configuration not stated)	0%	-2%	-19%	-7%	0%	-5%	0%	-6%	1%	2%	5%
COc1cc(NC(=O)CN2CCN(S(=O)(=O)/C=C/c3ccccc3)CC2)cc(OC)c1OC	-3%	-9%	3%	/	2%	1%	/	-5%	/	1%	/
Cc1csc(Sc2ccc([N+](=O)[O-])cc2C(=O)OCC(=O)NC2CCCC(C)C2C)n1 (configuration not stated)	-6%	1%	-12%	-14%	/	-1%	14%	-4%	?	7%	-21%
CC(C)(C)c1cc(NC(=O)Nc2ccccc2)no1	?	1.3µM*	?	?	?	4.8µM*	30%	1.4µM*	-5%	?	-21%
COc1ccccc1C(=O)Nc1ccc(S(=O)(=O)N2CCOCC2)cc1	-12%	-12%	-14%	0%	6%	5%	-1%	-1%	0%	1%	-24%
CCC(=O)C1CCCN(C(=O)CCc2nnc(-c3ccc(C(C)=O)s3)o2)C1 (configuration not stated)	?	?	13µM*	?	-5%	11µM*	21%	?	?	?	-2%
COc1ccc(N2CCN(c3nc4c(C)cccn4c(=O)c3C=C(C#N)C#N)CC2)cc1	0%	-1%	-25%	4%	3%	-2%	-21%	-1%	2%	2%	0%
COC(=O)c1c(C)[nH]c(C)c1-c1ccc([N+](=O)[O-])cc1	1%	-6%	10%	19%	-21%	6%	-4%	-7%	/	2%	12%
Cc1ccc(-c2nnc(N3CC(C)OC(C)C3)c3ccccc23)cc1 (configuration not stated)	-3%	-1%	-22%	-11%	4%	-6%	7%	1%	12%	-5%	23%
COc1ccc(CCNC(=O)COC(=O)c2ccc(F)c(S(=O)(=O)N3CCOCC3)c2)cc1	2%	2%	-11%	/	-4%	2%	/	-3%	/	0%	/
Cc1cc(N2CCOCC2)ccc1/C=C1/SC(=O)NC1=O	22%	?	?	0%	-6%	15µM*	7%	?	?	?	1%
COc1ccc(-c2cn3c(n2)CCC3)cc1	?	1.6µM*	?	-2%	-4%	13µM*	?	2.5µM*	9%	?	?
Cc1cccc(C)c1NC(=S)N(CCc1ccncc1)C(C)C	0%	-7%	-18%	-13%	0%	1%	9%	-3%	-4%	-1%	16%
O=C(CSc1ccc2nnc(-c3ccncc3)n2n1)Nc1ccccc1F	-4%	2%	14%	2%	-7%	5%	-5%	0%	-10%	1%	-24%
O=C(Nc1ccc(S(=O)(=O)NCc2ccccc2)cc1)c1ccccc1[N+](=O)[O-]	2%	-2%	0%	-8%	-2%	0%	11%	-5%	80%[activator]	3%	?
C=CCCC(=O)N1CCC(n2nccc2NC(=O)c2ccc(OC)cc2)CC1	4%	17%	27%	6%	1%	-17%	5%	27%	-2%	1%	23%
CCOC(=O)c1nc2nc(C)cc(=O)n2[nH]1	?	13%	-14%	0%	1%	1%	-6%	3%	-6%	0%	-6%
Fc1ccc(C2CC(c3ccco3)n3ncnc3N2)cc1 (configuration not stated)	2%	-3%	4%	2%	0%	0%	2%	-4%	-9%	2%	0%
Cn1c(=O)oc2cc(S(=O)(=O)Nc3ccc(Cl)cc3)ccc21	/	2%	-32%	-5%	1%	2%	-5%	6%	-3%	-4%	?
CCCCc1ccc(NC(=S)NCCc2ccc(S(N)(=O)=O)cc2)cc1	-4%	1%	-29%	8.9µM*	2%	1%	4%	-15%	-6%	-6%	?
O=C(NC1CCCCCC1)C1CCN(C(=O)c2ccc(Cl)cc2)CC1	-2%	-5%	-20%	/	-3%	-2%	/	-1%	/	-3%	/

The list is partial; count on the stated rates, not on these rows.
